Screening data deposited in PubChem by several laboratories.
KOR beta-arrestin-1: KOR agonists, beta-arrestin recruitment, primary screen, cell-based, luminescence, uHTS (AID 1777); Kappa-type opioid receptor (Homo sapiens); KOR beta-arrestin recruitment, luminescence; higher % means a stronger effect; activation, % at 10 µM, or EC50 in µM where a hit was titrated; hit rate 0.02% among 280,000; in the data active = activation above about 50%, passing the limit was not always enough; note: a part of the inactive calls stands beside numbers as strong as those of hits
NOD1 NF-kB reporter: NOD1 signaling inhibitors, primary screen, cell-based, luminescence, uHTS (AID 1578); NOD1-driven NF-kB luciferase reporter cells, luminescence; higher % means a stronger effect; inhibition, % at 4 µM; hits with a dose series show EC50 in µM; hit rate 1% among 290,000; in the data active = inhibition mostly above about 36%, no sharp cut-off; inactive = mostly below about 34%;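 note: HEK-293T reporter cells stimulated with the NOD1 agonist gamma-tri-DAP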
HEK293 NOD2/NF-kB: NOD2 signaling inhibitors, cell-based, luminescence, uHTS, HEK293 (AID 1566) | HEK293 NOD2/NF-kB luciferase reporter, luminescence; higher % means a stronger effect | inhibition, % at 4 µM, or EC50 in µM where a hit was titrated | hit rate 0.63% among 290,000; note: many of its hits are not listed in these tables
KOR beta-arrestin-2: KOR antagonists, beta-arrestin recruitment, cell-based, luminescence, uHTS (AID 1778). Kappa-type opioid receptor (Homo sapiens). KOR beta-arrestin recruitment, luminescence, antagonist mode; higher % means a stronger effect. inhibition, % at 10 µM, or IC50 in µM where a hit was titrated. hit rate 0.091% among 290,000; note: strong numbers were not always called active
GPR55 activation: GPR55 agonists via beta-arrestin recruitment, primary screen, imaging, U2OS cells, beta-arrestin-GFP redistribution (AID 1961) | U2OS GPR55 beta-arrestin-GFP redistribution imaging; higher % means a stronger effect | hit rate 0.048% among 290,000 | one-dose activation, % at 10 µM; EC50 in µM for titrated hits;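 active = activation above 40% with more than 50 cells counted in the well; inconclusive = wells holding fewer than 50 cells, flagged as toxic or sparse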;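 note: U2OS osteosarcoma cells stably expressing GPR55 and beta-arrestin-GFP; plate controls were DMSO negative control for no effect and LPI positive control for full effect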
GPR35 antagonists: GPR35 antagonists blocking zaprinast-driven arrestin recruitment, primary screen, imaging, U2OS, beta-arrestin-GFP, zaprinast agonist (AID 2058). U2OS GPR35 beta-arrestin-GFP translocation imaging, zaprinast antagonism; higher % means a stronger effect. one-dose inhibition, % at 10 µM; IC50 in µM for titrated hits. hit rate 0.052% among 290,000;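 active = inhibition of at least 50% with at least 30 cells and total cytoplasm GFP at most 10,000,000; inconclusive = under 30 cells or total GFP of 10,000,000 plus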
Myeloid diff MLP: induction of myeloid progenitor differentiation, primary screen, cell-based, flow cytometry, MLPCN library; ER-HoxA9 myeloid progenitors, lysozyme-GFP differentiation; calls only at 10 µM; hit rate 1% among 360,000;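 active = normalized GFP-positive differentiation at or above the plate's own cutoff, the solvent-only control mean plus 3 SD; inconclusive = no clear call, values can overlap the other calls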;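 note: cells exposed to compound for four days before flow analysis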
HIV fusion peptide: inhibitors of HIV fusion peptide binding, primary screen, biochemical, uHTS, fluorescence dequenching (AID 1986); hit rate 0.3% among 290,000; inhibition, % at 20 µM; hits with a dose series show IC50 in µM; cell-free peptide binding, fluorescence dequenching, 30 min; higher % means a stronger effect; in the data active = inhibition mostly above about 52%, no sharp cut-off; inactive = mostly below about 76%; note: some results filed as inactive read as strong as hits
GPR55 LPI antagonism: GPR55 antagonists blocking LPI-driven arrestin recruitment, primary screen, imaging, U2OS, beta-arrestin-GFP, LPI agonist (AID 2013) | G-protein coupled receptor 55 (Homo sapiens) | hit rate 0.13% among 290,000 | U2OS GPR55 beta-arrestin-GFP translocation imaging, LPI antagonism; higher % means a stronger effect | inhibition, % at 10 µM; hits with a dose series show IC50 in µM;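 active = spots per cell inhibited over 60%, with over 100 cells counted and total cytoplasm intensity under 500,000; inconclusive = wells with under 100 cells, flagged as likely toxic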;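 note: U2OS cells stably carrying GPR55 and arrestin-GFP stimulated by 5 µM LPI near EC80; imaged beta-arrestin-GFP aggregate spots per cell after agonist stimulation; plate controls were LPI-stimulated DMSO wells for no effect and DMSO wells without LPI for full effect; some results filed as inactive read as strong as hits; confirmed hits need IC50 under 10 µM and bright autofluorescent wells are also inconclusive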
Myeloid diff MLP GFP+ MAC1+ %: second read-out of Myeloid diff MLP, no call of its own (marks repeat the call); GFP+ MAC1+ double positive, %; measured here: differentiation confirmed by MAC1 staining
Starred values were filed as active, the others as inactive; i = inactive; u = inconclusive; x = no result given; [ ] = another dose, or the depositor's remark. Cut-off read from the data, not from the text of the source, unless noted: active = inhibition above about 50%; inactive = the rest.

SMILES | KOR beta-arrestin-1 | NOD1 NF-kB reporter | HEK293 NOD2/NF-kB | KOR beta-arrestin-2 | GPR55 activation | GPR35 antagonists | Myeloid diff MLP | Myeloid diff MLP GFP+ MAC1+ % | HIV fusion peptide | GPR55 LPI antagonism
CC(C)OCC1Cn2c(nc3c2c(=O)n(C)c(=O)n3C)O1 (stereo unspecified) | x | -12% | -1% | -17%[20 µM] | 0.6% | 2% | i | 0.1 | 0.9% | 0%
O=C(NCc1ccccc1Cl)c1cccc(NC(=O)c2ccccc2)c1 | -2.5% | -19% | 24% | 5% | -0.3% | 16% | i | 0.5 | -3.2% | -2%
Cc1cccc(C)c1NC(=O)N1CCCC1C(=O)Nc1ccc(-n2cnnn2)cc1 (stereo unspecified) | x | -30% | 17% | -4%[20 µM] | -0.1% | 7% | i | 0.4 | -1.5% | 17%
Cc1ccc(CNC(=O)c2sc3nc4c(c(C(F)(F)F)c3c2N)CCC4)cc1 | 0.9% | 4% | 17% | -9% | -0.2% | -25% | i | 4.6 | -2.0% | 18%
CCOc1ccc(-c2nc3n(c(=O)c2C#N)CCS3)cc1 | -1.5% | -31% | -1% | 2% | -0.1% | -1% | i | 0.0 | 0.2% | 0%
O=C(NCCc1ccccc1)C1CCN(c2nc3ccccc3o2)CC1 | 2.8% | -27% | 4% | 0% | -0.2% | 9% | i | 7.3 | 0.8% | 5%
CCc1ccc2oc(-c3cc(N=Cc4cccc(OC)c4O)ccc3O)nc2c1 | 1.3% | -26% | -57% | 23% | 1.3% | 0% | x | x | 3.4% | -3%
O=C1C(c2ccc(F)cc2)N(CC2COc3ccccc3O2)C(=O)CN1C1CCCCC1 (stereo unspecified) | 9.5% | -6% | 8% | 6% | -0.4% | 13% | i | 1.4 | 9.0% | 2%
Cn1cc(Cl)c(C(=O)NNC(=S)NC2CCCCC2)n1 | -3.3% | -24% | 3% | -7% | 0.4% | 18% | i | 0.2 | -2.1% | 18%
CC1CCN(S(=O)(=O)c2ccc3[nH]c(=O)cc(C(=O)O)c3c2)CC1 | -1.9% | -4% | 3% | 20% | 0.1% | 1% | i | 0.9 | 1.8% | 7%
FC(F)(F)c1cc(-c2cccs2)n[nH]1 | -0.9% | -12% | 7% | 14% | -0.1% | -6% | i | 0.9 | -2.3% | -8%
COc1cccc(/C=C2\SC(=S)N(C(C(=O)O)c3ccccc3)C2=O)c1OC (stereo unspecified) | 1.8% | -3% | 7% | 3% | -0.1% | 7% | i | 0.8 | 11% | 12%
Cc1n[nH]c(C)c1S(=O)(=O)N1CCc2ccccc21 | -0.2% | -26% | 0% | 14% | 0.0% | 7% | i | 1.2 | -1.3% | 8%
COc1ccc(NC(=O)c2c(-c3c(Cl)cccc3Cl)noc2C)c(OC)c1 | -0.4% | -10% | -3% | -26% | -0.2% | 5% | i | 0.5 | 0.0% | 0%
C/C(=N\Nc1ccc(Cl)c(C(=O)O)c1)c1ccccn1 | 2.5% | -7% | 15% | 11% | -0.1% | 7% | i | 0.3 | 0.8% | 6%
CC(=O)Nc1ccc2nc(NC(=O)c3ccco3)sc2c1 | 0.9% | -16% | -54% | -62%[20 µM] | -0.3% | -6% | i | 1.5 | 1.9% | -2%
COc1cccc(NC(=O)NC2(C(F)(F)F)Oc3ccccc3O2)c1 | 2.4% | -24% | -30% | -36% | 0.6% | -16% | i | 0.6 | 6.9% | -7%
OCCNc1nc(-c2cccnc2)nc2ccccc12 | 2.7% | 8% | -22% | x | -0.3% | 29% | i | 3.0 | -2.0% | -13%
O=C(NNC(=O)c1cccnc1SCc1cccc([N+](=O)[O-])c1)c1ccccn1 | -4.9% | -26% | -90% | -30% | -0.2% | 7% | u | x | -2.3% | -7%
CCOc1ccc(NC(=O)Cn2cc(C(C)=O)c3ccccc32)cc1 | -3.2% | -15% | 29% | -1% | -0.1% | 0% | i | 0.2 | -0.5% | 2%
CCCCNC(=O)C1CCC(CNc2c(N3CCC(C)CC3)c(=O)c2=O)CC1 (stereo unspecified) | 3.1% | 1% | 11% | 15% | 0.0% | -4% | i | 0.2 | -2.3% | 11%
Cc1cc(CNC(=O)COc2cc(F)ccc2[N+](=O)[O-])c2ccccc2n1 | -2.1% | 13% | 14% | -12% | 0.1% | 2% | i | 0.3 | 1.7% | 4%
Cc1cnc(C(=O)OCC(=O)c2ccc(Cl)cc2)cn1 | 2.5% | -39% | -4% | 2% | 0.4% | -6% | i | 4.7 | 0.1% | -7%
O=C(Nc1nc2ccc(S(=O)(=O)N3CCCC3)cc2s1)c1ccccn1 | -9.5% | -16% | 0% | -86% | -0.3% | -9% | i | 0.9 | -2.2% | 8%
O=C(Nc1cccc2ccccc12)N1CCN(c2ncccn2)CC1 | -0.2% | 0% | 15% | 0% | 0.1% | -4% | i | 0.3 | -1.5% | 0%
Cn1c(=O)c(C(=O)CN2CCN(Cc3ccc4c(c3)OCO4)CC2)c(N)n(Cc2ccccc2)c1=O | 1.4% | -10% | 1% | 12% | -0.1% | -4% | i | 0.4 | -1.5% | 9%
O=C(CN1C(=O)COc2ccccc21)NCc1ccc(C(=O)O)cc1 | -1.8% | -5% | 7% | -41% | -0.3% | 1% | i | 0.6 | -1.0% | -26%
COC(=O)C(Cc1ccccc1)NC(=O)CCNC(=O)c1ccc(Br)cc1 (stereo unspecified) | 5.6% | -35% | -19% | -15% | -0.3% | -4% | i | 1.2 | -0.9% | 0%
O=C(c1ccc(S(=O)(=O)Nc2ccccc2)cc1)N1CCCCCCC1 | -4.3% | -14% | 14% | 2% | 0.0% | -2% | i | 0.9 | -0.6% | 6%
O=C1Nc2ccc(NS(=O)(=O)c3cccs3)c3cccc1c23 | x | -17% | 15% | -53% | 0.3% | 7% | i | 0.6 | -2.3% | 0%
Cn1c(SCC(=O)NCC2CCCO2)nnc1-c1c[nH]c2ccccc12 (stereo unspecified) | 0.7% | -11% | 12% | 1% | -0.3% | 6% | i | 3.2 | 3.2% | 9%
Cc1ccc(CC2C(=O)N(CC(=O)O)C(=O)C2C)cc1 (stereo unspecified) | -1.4% | 11% | 9% | -16% | -0.1% | 0% | i | 1.1 | 1.0% | -1%
CC1CCN(c2ncnc3c2cnn3-c2ccccc2)CC1 | -7.0% | -77% | -198% | 24% | -0.2% | 12% | i | 2.4 | 2.9% | 8%
Cc1ccc(CCN2CC(C(=O)NCCCOC(C)C)CC2=O)cc1 (stereo unspecified) | 6.9% | -18% | 3% | -56% | -0.1% | 11% | i | 0.8 | 0.3% | 2%
CCOC(=O)C1=C(O)C(=O)NC(c2ccccc2)=C(OCC)C1 | 1.0% | -16% | -8% | -40% | -0.2% | -15% | i | 0.9 | 1.2% | 11%
Cc1ccc([N+](=O)[O-])cc1NC(=O)c1ccoc1C | 2.7% | -11% | 30% | x | -0.4% | -2% | i | 0.6 | 1.9% | 1%
O=S(=O)(c1ccc(Cl)c(C(F)(F)F)c1)N1CCN(c2ccccn2)CC1 | 2.5% | -37% | 15% | -17% | 0.0% | 3% | i | 0.2 | 3.5% | 5%
COc1cc(OC)cc(C(=O)OCC(=O)NC(C)CCc2ccccc2)c1 (stereo unspecified) | 3.5% | 45% | -30% | -21% | 0.3% | 36% | i | 0.6 | 0.4% | 7%
COC(=O)c1sccc1-c1ccc(C(N)=O)o1 | -2.2% | 26% | -76% | 1% | -0.1% | -5% | x | x | -2.3% | 1%
COc1cccc(NC(=O)C2CCCN(S(C)(=O)=O)C2)c1 (stereo unspecified) | 10% | -2% | 11% | -54%[20 µM] | -0.3% | 8% | i | 0.4 | -0.5% | -1%

6 records drawn at random from the list so far:
SMILES | KOR beta-arrestin-1 | NOD1 NF-kB reporter | HEK293 NOD2/NF-kB | KOR beta-arrestin-2 | GPR55 activation | GPR35 antagonists | Myeloid diff MLP | Myeloid diff MLP GFP+ MAC1+ % | HIV fusion peptide | GPR55 LPI antagonism
CCOC(=O)C1=C(O)C(=O)NC(c2ccccc2)=C(OCC)C1 | 1.0% | -16% | -8% | -40% | -0.2% | -15% | i | 0.9 | 1.2% | 11%
Cn1c(SCC(=O)NCC2CCCO2)nnc1-c1c[nH]c2ccccc12 (stereo unspecified) | 0.7% | -11% | 12% | 1% | -0.3% | 6% | i | 3.2 | 3.2% | 9%
COc1cc(OC)cc(C(=O)OCC(=O)NC(C)CCc2ccccc2)c1 (stereo unspecified) | 3.5% | 45% | -30% | -21% | 0.3% | 36% | i | 0.6 | 0.4% | 7%
O=S(=O)(c1ccc(Cl)c(C(F)(F)F)c1)N1CCN(c2ccccn2)CC1 | 2.5% | -37% | 15% | -17% | 0.0% | 3% | i | 0.2 | 3.5% | 5%
Cc1ccc(CC2C(=O)N(CC(=O)O)C(=O)C2C)cc1 (stereo unspecified) | -1.4% | 11% | 9% | -16% | -0.1% | 0% | i | 1.1 | 1.0% | -1%
COC(=O)c1sccc1-c1ccc(C(N)=O)o1 | -2.2% | 26% | -76% | 1% | -0.1% | -5% | x | x | -2.3% | 1%

The list goes on.
SMILES | KOR beta-arrestin-1 | NOD1 NF-kB reporter | HEK293 NOD2/NF-kB | KOR beta-arrestin-2 | GPR55 activation | GPR35 antagonists | Myeloid diff MLP | Myeloid diff MLP GFP+ MAC1+ % | HIV fusion peptide | GPR55 LPI antagonism
COc1cc2c(cc1OC)C(COc1ccc(F)cc1)NCC2 (stereo unspecified) | 0.3% | -5% | -6% | -35% | -0.2% | 1% | u | x | 0.5% | -6%
CC(=C1C(=O)c2ccccc2C1=O)N1CCc2ccccc2C1 | -1.4% | -25% | -2% | 20% | -0.1% | 12% | i | 0.9 | -0.3% | 0%
CC(=O)/C=C(\C)Nc1ccc(-c2cnc(-c3ccccc3)o2)cc1 | -4.4% | -85% | -138% | -47% | -0.2% | -11% | i | 0.8 | 1.0% | u
COc1ccccc1-c1cc(C(F)(F)F)nc(S(=O)(=O)CCCC(=O)Nc2cc(C)on2)n1 | -4.2% | 37% | 22% | 16% | 0.0% | -2% | x | x | -0.3% | 2%
CCN(CC(=O)NCc1ccc(Cl)cc1)C(=O)CSc1ccc(Br)cc1 | -3.3% | -6% | 6% | 11% | 0.4% | -11% | i | 2.5 | 0.7% | 2%
CCn1cc(C(=O)NCC2CCCO2)c(=O)c2cc(S(=O)(=O)N3CCCCCC3)ccc21 (stereo unspecified) | -4.3% | 17% | 24% | -4% | -0.1% | 16% | i | 0.3 | -1.0% | 1%
Cc1ncc([N+](=O)[O-])n1S(=O)(=O)c1cc(Cl)ccc1Cl | -1.3% | -7% | 3% | 11% | 0.3% | -6% | i | 0.8 | 1.8% | -4%

The list is partial; the hit share may differ from the screen's.
